Screening data as filed in PubChem.
phage Ecoli inh – E. coli growth loss with phage present | inhibition, % at 11.9 µM | growth absorbance | AID 651602 | actives 0.26% (n = 360,000); in the data active = inhibition above about 11%
PvdQ acylase – P. aeruginosa PvdQ acylase inhibition; purified PvdQ acylase, fluorescence plate reader; inhibition, % at 10 µM; actives 0.063% (n = 340,000); in the data active = inhibition above about 30%, passing the limit was not always enough;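 also: 0% = vehicle neutral wells and 100% = reference inhibitor wells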
Wnt act – Wnt/beta-catenin pathway activation | Wnt/beta-catenin reporter cell assay, activator, plate reader | activation, % at 9.35 µM | actives 1.2% (n = 300,000); in the data active = activation above about 30%, passing the limit was not always enough;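 also: 0% = neutral control wells and 100% = positive control wells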
AddAB inh – less growth of phage-infected E. coli with AddAB | E. coli expressing H. pylori AddAB, absorbance growth | inhibition, % at 11.9 µM | actives 0.29% (n = 330,000) | AID 435030; in the data active = inhibition above about 12%;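 also: 0% = vehicle wells of infected cells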
PfHsp90 set2 – inhibits growth of yeast expressing Plasmodium falciparum Hsp90. S. cerevisiae expressing PfHsp90, BacTiter-Glo ATP, 48 h; yeast lacking PDR1 and PDR3 efflux regulators. inhibition, % at 9.4 µM. actives 0.32% (n = 310,000). AID 504621;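 active = every replicate shows inhibition above about 80%, whatever the replicate mean, limit read from the data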;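 also: 0% = DMSO neutral controls and 100% = 20 µM radicicol positive controls; yeast relying on Plasmodium falciparum Hsp90 in place of its own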
CAL PDZ FP – blocks peptide binding to human CAL PDZ domain. Q9HD26. AID 504414. purified CAL PDZ, TMR-peptide fluorescence polarization, 1 h. inhibition, % at 20 µM. actives 0.02% (n = 330,000);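 active = highest replicate inhibition of at least 40%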;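 also: plate controls were DMSO neutral control wells for no effect and unlabeled competitor peptide control wells for full effect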
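System: purified tagged CAL PDZ domain construct (CerCALP). Schedule: 1 h incubation at room temperature before polarization reading. Medium: 25 mM sodium phosphate pH 7.4, 150 mM NaCl, TCEP, IgG, Thesit. Read-out: percent inhibition from loss of millipolarization. Measured by: FP readout, S and P plane fluorescence. Probe or stimulus: fluorescent TMR peptide probe.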
Ecoli viability – bacterial growth inhibition, counter-screen for AddAB inhibitors. E. coli V3065 growth, OD600 absorbance, 18 h. inhibition, % at 11.9 µM. actives 0.27% (n = 330,000);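 active = inhibition above the campaign's mean inhibition across all tested compounds plus 3 SD, cut at about 9.9% in these data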;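 also: uninfected addAB+ strain grown without phage in ampicillin broth; 0% = DMSO wells and 100% = ciprofloxacin 0.95 µg/ml wells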
DAGLB inh – diacylglycerol lipase beta (human) inhibition; Q8NCG7; HEK293T DAGLB membrane lysate, EnzChek fluorogenic substrate; inhibition, % at 5.17 µM; actives 0.059% (n = 340,000); AID 504411; in the data active = inhibition above about 34%;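 also: 0% = enzyme with vehicle and 100% = wells lacking enzyme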
Target sequence (Q8NCG7 whole entry, looked up): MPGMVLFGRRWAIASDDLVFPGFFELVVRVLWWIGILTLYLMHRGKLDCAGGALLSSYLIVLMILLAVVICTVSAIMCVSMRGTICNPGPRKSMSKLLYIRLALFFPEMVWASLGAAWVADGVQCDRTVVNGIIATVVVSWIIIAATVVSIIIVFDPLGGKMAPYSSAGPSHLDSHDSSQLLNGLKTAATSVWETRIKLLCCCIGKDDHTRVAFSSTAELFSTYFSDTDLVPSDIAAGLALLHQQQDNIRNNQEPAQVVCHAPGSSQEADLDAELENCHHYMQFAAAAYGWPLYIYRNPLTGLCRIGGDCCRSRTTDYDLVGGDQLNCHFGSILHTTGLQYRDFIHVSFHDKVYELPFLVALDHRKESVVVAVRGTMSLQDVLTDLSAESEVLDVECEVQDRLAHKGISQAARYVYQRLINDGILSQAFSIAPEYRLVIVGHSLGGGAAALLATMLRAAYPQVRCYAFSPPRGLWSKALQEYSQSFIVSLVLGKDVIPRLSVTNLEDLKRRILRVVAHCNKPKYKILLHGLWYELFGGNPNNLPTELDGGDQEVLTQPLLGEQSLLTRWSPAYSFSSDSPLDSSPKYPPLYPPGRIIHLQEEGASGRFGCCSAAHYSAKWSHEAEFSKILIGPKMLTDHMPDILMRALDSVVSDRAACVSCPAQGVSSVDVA
Tat transport – E. coli Tat transport inhibition; inhibition, % at 10 µM; actives 0.036% (n = 340,000); E. coli MC4100 TorA-mCherry Tat export, fluorescence; AID 488895;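 active = mean replicate inhibition at least 50% and at least half of replicates individually reaching 50%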;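 also: exported cargo escapes ClpAP degradation while cytoplasmic cargo is degraded and loses fluorescence; 0% = median of neutral control wells and 100% = median of NaSCN control wells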
Rtt109 Vps75 – blocks Candida albicans Rtt109/Vps75 acetyltransferase activity; inhibition, % at 34.9 µM; actives 0.16% (n = 330,000); Q5AAJ8; purified Rtt109/Vps75, ThioGlo CoA-SH fluorescence, 4 h;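 active = inhibition of at least 50% in every replicate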
Target sequence (Q5AAJ8 whole entry, looked up): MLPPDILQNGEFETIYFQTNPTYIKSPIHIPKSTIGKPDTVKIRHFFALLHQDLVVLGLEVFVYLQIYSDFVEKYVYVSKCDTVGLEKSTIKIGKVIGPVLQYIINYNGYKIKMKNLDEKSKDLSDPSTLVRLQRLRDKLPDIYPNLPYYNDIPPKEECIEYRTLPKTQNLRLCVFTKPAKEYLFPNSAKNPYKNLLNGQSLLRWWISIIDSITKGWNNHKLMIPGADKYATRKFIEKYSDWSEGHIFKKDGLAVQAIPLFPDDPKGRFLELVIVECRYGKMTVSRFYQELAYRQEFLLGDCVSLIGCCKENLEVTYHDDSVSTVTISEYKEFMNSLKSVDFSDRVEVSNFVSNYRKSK
An asterisk follows results filed as active; · = no result given.

canonical_smiles	PfHsp90 set2	PvdQ acylase	Rtt109 Vps75	Ecoli viability	AddAB inh	DAGLB inh	Tat transport	Wnt act	CAL PDZ FP	phage Ecoli inh
COc1ccc(S(=O)(=O)N2CCOCC2)cc1NC(=O)CCc1nc2ccccc2c(=O)[nH]1	4	-5	9	-0.8	1.4	-2	26	-2	-1.2	0.9
CCC1(CC)NC(=O)N(CC(=O)N2CCc3ccccc32)C1=O	12	-7	-4	1.2	-0.5	-1	3	-7	-0.1	4.6
CN(C)S(=O)(=O)c1ccc(Oc2ccccc2)cc1	-57	4	6	1.9	4.5	-7	4	-1	-1.4	3.7
CSc1ccccc1NC(=O)CN(C)CC(=O)Nc1c(F)cccc1F	-8	3	-3	-1.0	3.1	-1	4	·	-0.6	-7.2
COc1cccc(-c2nc(CS(=O)(=O)CC(=O)N3CCN(C4CCCCC4)CC3)c(C)o2)c1	15	-5	3	0.3	0.8	1	5	0	-0.5	2.4
CCc1ccc(Nc2nnc(SCC(=O)Nc3ccc(C(=O)O)cc3)s2)cc1	-23	-16	-2	1.9	-1.6	4	6	10	-0.6	0.6
CN(CCc1ccccn1)C(=S)Nc1ccc(Cl)c(Cl)c1	10	-14	-2	0.3	3.7	-5	-3	-1	0.0	4.9
Cn1nnnc1SCC1=C(C(=O)O)N2C(=O)[C@@H](NC(=O)[C@H](O)c3ccccc3)[C@H]2SC1	-4	-12	4	-0.6	-1.9	0	-9	·	0.1	·
CN(CCN1CCc2ccccc2C1)Cc1nc(Cc2ccccc2F)no1	·	-13	-14	·	·	0	19	1	-2.3	0.5
Cc1ccc(NS(=O)(=O)c2cc(C(=O)N3CCOCC3)ccc2C)cc1	12	-16	·	0.9	1.4	-4	2	-2	-2.1	1.6
O=C(NC(=S)Nc1nc2c(ccc3ccccc32)s1)c1cccs1	-14	-9	2	-1.7	0.5	0	1	·	-2.0	-2.0
COc1ccc(NC(=O)CN(C)C(=O)COc2ccccc2Cc2ccccc2)cc1	·	-13	-3	-1.4	0.8	-4	18	3	-0.4	-0.2
COC(=O)c1cc(OC)c(OC)cc1-n1cnc2cc(OC)c(OC)cc2c1=O	-4	-3	9	-0.4	0.6	0	-7	-4	0.2	0.3
Cn1nc([N+](=O)[O-])nc1N1CCN(c2ccc(F)cc2)CC1	15	-9	-4	1.4	0.5	-2	-2	·	0.4	0.2
CCOc1cc(S(=O)(=O)Nc2ccc(Cl)cn2)ccc1F	-4	6	30	-2.5	2.4	-3	-3	-2	-3.7	2.6
Cc1nc2[nH]c(=S)n(C)c(=O)c2nc1C	49	14	-4	2.0	0.0	0	0	0	0.6	3.4
COc1c(N)c2c(c([N+](=O)[O-])c1OC)C(=O)OC2	14	0	-5	·	·	1	0	-2	-2.0	1.6
COc1ccc(NC(=O)CSc2ccc(-c3ccco3)nn2)c(OC)c1	1	3	17	0.1	-0.9	1	-2	-1	-0.8	0.7
CN(C)c1cccc(C(=O)OCC(=O)Nc2nccs2)c1	-33	-12	-6	-1.6	0.7	1	2	3	-2.2	1.5
Cc1ccc(C(O)P(=O)(OC(C)C)c2ccc(N(C)C)cc2)cc1 (configuration not stated)	·	·	·	-1.8	6.9	·	·	-1	·	3.1
Cc1ccc(C2(C)NC(=O)N(CC(=O)Nc3cc(S(=O)(=O)N4CCOCC4)ccc3OC(C)C)C2=O)cc1 (configuration not stated)	-15	-7	1	·	·	-3	4	1	0.4	-0.3
CCn1ncc(Br)c1C(=O)Nc1cc(C(=O)OC)ccc1C(=O)OC	-3	-5	-5	2.4	0.2	0	-6	·	-0.7	-1.5
CC(NC(=O)N1CCOCC1)c1ccccc1 (configuration not stated)	-22	-7	-5	0.1	-0.8	0	17	1	-0.2	-1.4
CCOC(=O)COc1ccc2c(c1)C(=O)CC(C)(c1cccnc1)O2 (configuration not stated)	-14	-9	-124	0.5	1.3	0	-5	-3	1.0	·
Cc1cc(C)nc(SCC(=O)Nc2cccc(S(=O)(=O)N(C)C)c2)n1	0	-15	-10	0.1	2.4	-1	-1	1	-0.9	2.4

By substructure: the compounds so far with an NH in an aromatic ring.
canonical_smiles	PfHsp90 set2	PvdQ acylase	Rtt109 Vps75	Ecoli viability	AddAB inh	DAGLB inh	Tat transport	Wnt act	CAL PDZ FP	phage Ecoli inh
COc1ccc(S(=O)(=O)N2CCOCC2)cc1NC(=O)CCc1nc2ccccc2c(=O)[nH]1	4	-5	9	-0.8	1.4	-2	26	-2	-1.2	0.9
Cc1nc2[nH]c(=S)n(C)c(=O)c2nc1C	49	14	-4	2.0	0.0	0	0	0	0.6	3.4

The list goes on.
canonical_smiles	PfHsp90 set2	PvdQ acylase	Rtt109 Vps75	Ecoli viability	AddAB inh	DAGLB inh	Tat transport	Wnt act	CAL PDZ FP	phage Ecoli inh
O=C(NCCN1CCN(C(=O)Nc2ccccc2)CC1)Nc1ccccc1	-7	4	-4	0.4	4.7	-4	-2	-3	0.9	3.0
CC(=O)Nc1ccc(/C(C)=N/Nc2nc(N3CCOCC3)nc(N3CCOCC3)n2)cc1	-13	-1	-8	1.1	4.0	1	0	-1	-0.5	3.4
OCC1CCCCN1CC(O)COC(c1ccc(F)cc1)c1ccc(F)cc1 (configuration not stated)	7	-17	-3	-1.0	-0.2	-3	-8	-2	0.7	1.2
Cc1cc(OC(C)C(=O)NCCc2c[nH]c3ccccc23)c2c(C)cc(=O)oc2c1 (configuration not stated)	32	1	7	-2.0	1.0	3	4	2	0.0	1.7
Nc1nc(-c2cccs2)c(-c2cccs2)s1	1	1	1	-0.5	0.1	-1	3	1	-0.4	1.4
COc1ccccc1NC(=O)C/C(C)=N/NC(=O)C12CC3CC(CC(C3)C1)C2	-16	-19	8	-1.5	1.5	-2	1	-1	-0.9	3.4
CCN(CC)C(=O)[C@H]1CC(CC(=O)NCc2ccc(OC)c(OC)c2)C(=O)N2CCc3c([nH]c4ccc(OC)cc34)[C@]12C (some centres not stated)	-16	16	-5	-2.1	0.6	1	1	-1	-0.5	-0.5
O=C(Nc1ccccc1C(=O)NCc1ccccc1)c1ccccc1Br	11	-10	-2	0.8	3.1	-4	-4	5	-0.3	2.1
CCOCCCNC(=S)Nc1ccc(Br)cc1Cl	11	-8	5	-0.4	-1.4	0	5	7	-0.2	1.4
Cc1cc(=O)oc2cc(OCc3ccc(C(=O)OCC(=O)Nc4ccc(N(C)C)cc4)cc3)ccc12	-11	-3	-2	·	·	6	-10	0	0.7	2.1
CSc1nc(Sc2cccc(Cl)c2)c2ccccc2n1	-14	-8	2	4.3	1.3	-3	-3	0	0.8	1.3
CCC1=NN(C(=O)CCc2ccc3c(c2)OCO3)C(O)(C(F)(F)F)C1 (configuration not stated)	5	-15	0	-1.1	-1.1	-7	-8	-6	-0.9	2.8
CC1CCC(NC(=O)Cn2cnc3sccc3c2=O)CC1 (configuration not stated)	0	-17	6	1.9	0.8	1	3	4	-1.2	-1.5
COc1ccc(CNC(=O)C(C)N2C(=O)NC(c3ccccc3)(c3ccccc3)C2=O)cc1 (configuration not stated)	·	-25	15	-1.2	2.7	3	-2	-2	-0.2	0.6
COc1ccc(S(=O)(=O)NC2CCSc3ccccc32)cc1NC(C)=O (configuration not stated)	39	-6	-3	2.3	0.8	-2	9	3	-2.9	0.4
O=C(CSc1ccc(-c2ccco2)nn1)NCc1ccc(Cl)cc1	-15	-5	0	1.0	0.7	1	6	0	-1.0	2.8
O=S(=O)(Nc1cccnc1)c1ccc2c(c1)OCCO2	-19	0	-8	0.3	3.7	0	2	·	-1.2	2.5
Cn1c(SCC(=O)NCc2ccc3c(c2)OCO3)ncc(C(=O)Nc2ccc(F)cc2)c1=O	-16	-11	-6	0.8	0.5	1	0	1	0.0	-0.2
CCOc1ccccc1-n1nnnc1SC(C)C(=O)OC (configuration not stated)	·	-2	0	0.5	5.1	-3	0	1	-0.2	-2.9
CCCCOCCCNC1=NCCCCC1	17	-1	-6	-0.1	-0.8	1	-4	·	0.5	0.9
Cc1ccc(C(=O)OCC(=O)NCc2cccs2)cc1	8	0	9	-2.4	1.6	-2	-4	3	-0.3	5.3
COC(=O)c1ccc(-c2noc(CN(C)CCC3CCCCO3)n2)cc1 (configuration not stated)	0	-13	-6	-1.3	-3.3	-5	0	0	0.1	1.9
CCOC(=O)N1CCN(C(=O)c2ccc(S(=O)(=O)NCc3ccco3)cc2)CC1	·	-27	1	-1.3	1.9	3	5	0	0.2	1.4
CC(=O)C(C)Oc1ccc2c3c(c(=O)oc2c1)CCCC3 (configuration not stated)	·	3	-1	-1.2	2.3	-2	5	·	-2.2	2.0
COc1ccc(/C=C/C(=O)OCC(=O)NCc2ccccc2Cl)cc1OC	4	-14	-5	2.0	1.7	0	5	-3	-1.5	2.6

In a second layout: 2 of the compounds above.
CN(CCN1CCc2ccccc2C1)Cc1nc(Cc2ccccc2F)no1
  PfHsp90 set2: ·	PvdQ acylase: -13	Rtt109 Vps75: -14	Ecoli viability: ·	AddAB inh: ·	DAGLB inh: 0	Tat transport: 19	Wnt act: 1	CAL PDZ FP: -2.3	phage Ecoli inh: 0.5

Cc1cc(OC(C)C(=O)NCCc2c[nH]c3ccccc23)c2c(C)cc(=O)oc2c1 (configuration not stated)
  PfHsp90 set2: 32	PvdQ acylase: 1	Rtt109 Vps75: 7	Ecoli viability: -2.0	AddAB inh: 1.0	DAGLB inh: 3	Tat transport: 4	Wnt act: 2	CAL PDZ FP: 0.0	phage Ecoli inh: 1.7

Further entries follow.
canonical_smiles	PfHsp90 set2	PvdQ acylase	Rtt109 Vps75	Ecoli viability	AddAB inh	DAGLB inh	Tat transport	Wnt act	CAL PDZ FP	phage Ecoli inh
CCCN1C(=O)C(O)(CC(=O)c2ccc3c(c2)OCCO3)c2ccccc21 (configuration not stated)	-8	-18	-5	0.0	0.2	-2	3	·	-0.8	2.0
COc1cccc(N2CCN(c3ccc(N4C(=O)CCC4=O)cc3[N+](=O)[O-])CC2)c1	18	-10	12	-0.4	0.9	3	-3	-3	-1.7	2.3
Cc1noc(C)c1C(=O)OC(C(=O)NC1CCCC1)c1ccc(F)cc1 (configuration not stated)	·	-8	2	-1.5	2.2	-2	-8	-1	-2.7	·
CCOc1ccc(C2/C(=C(\O)c3ccc4c(c3)OCCO4)C(=O)C(=O)N2CCN2CCOCC2)cc1OCC (configuration not stated)	32	-2	3	-1.6	2.4	-2	3	-2	-1.3	1.8
